Growth percent in the NCI-60 one-dose screen (48 h, 10 µM unless noted): 100 = growth as untreated, 0 = no growth, -100 = all killed.
NCI/ADR-RES: NCI/ADR-RES ovarian cells; 81,000 compounds, 4.4% hits; AID 1794790
NCI-H322M: NCI-H322M lung cancer; 80,000 compounds, 2.7% hits; AID 1794733
NCI-H522: NCI-H522 lung cancer; 78,000 compounds, 8% hits; AID 1794739
NCI-H23: NCI-H23 lung cancer; 80,000 compounds, 4% hits
IGROV1: IGROV1 ovarian cancer. AID 1794786. 79,000 compounds, 4.7% hits
NCI-H460: NCI-H460 lung cancer; 82,000 compounds, 6.8% hits
NCI-H226: NCI-H226 lung cancer; 79,000 compounds, 3.5% hits; AID 1794732
COLO 205: COLO 205 colon cancer; 79,000 compounds, 7.3% hits; AID 1794742
SK-OV-3: SK-OV-3 ovarian cancer cells; 80,000 compounds, 3.2% hits; AID 1794785
* hit, by the source's call; . = not tested or not shown; & = joins results of further samples. The calls were made as follows: active = growth percent below 10; inactive = the rest.

The opening 11 entries, to show the layout:
Abbreviations: A = NCI/ADR-RES; B = NCI-H322M; C = NCI-H522; D = NCI-H23; E = IGROV1; F = NCI-H460; G = NCI-H226; H = COLO 205; I = SK-OV-3
SMILES: O=[N+]([O-])c1cccc(/C=N\N=C\c2cccc([N+](=O)[O-])c2)c1
  A: 115; B: 93; C: 87; D: 114; E: 109; F: 113; G: 103; H: 118; I: 100
SMILES: COc1ccc(NC(=O)CSc2nnc3n(Cc4ccccc4)c(=O)c4c(C)c(C(N)=O)sc4n23)cc1
  A: 103; B: 93; C: 82; D: 98; E: 118; F: 100; G: 115; H: 119; I: 100
SMILES: O=C(O)CNC(=O)CNC(=O)C(Br)Cc1ccccc1 (centres undefined)
  A: 103; B: 116; C: 100; D: 103; E: 121; F: 104; G: 102; H: 111; I: .
SMILES: COc1ccc(-c2nc3cc(C)ccc3n2CC(=O)N=Nc2c(O)[nH]c3ccccc23)cc1
  A: -47*; B: 33; C: 42; D: -11*; E: 59; F: -18*; G: -36*; H: 7.8*; I: 48
SMILES: CCCCC(CC)COS(=O)(=O)O (centres undefined)
  A: 109; B: 120; C: 86; D: 104; E: .; F: 111; G: 104; H: 109; I: 108
SMILES: CN1CCCc2cc(/C=C3\SC(=S)N(CC(=O)O)C3=O)ccc21
  A: 104; B: 95; C: 93; D: 100; E: 93; F: 103; G: 102; H: 106; I: 101
SMILES: C=CCC(CC=C)(CC=C)C(=O)CC
  A: 114; B: 114; C: 92; D: 107; E: 108; F: 102; G: 97; H: 104; I: 104
SMILES: CC(C)OCCCn1c(=N)c(S(=O)(=O)c2ccccc2)cc2c(=O)n3ccccc3nc21
  A: 94; B: 94; C: 93; D: 97; E: 109; F: 113; G: 113; H: 108; I: 105
SMILES: O=C(Cn1c[n+](CC(=O)c2ccc(F)cc2)c2ccccc21)Nc1cccc2cccnc12
  A: 98; B: 94; C: 82; D: 90; E: 72; F: 101; G: 97; H: 98; I: 104
SMILES: Cc1cc(CSC(=N)N)c(C)cc1CSC(=N)N
  A: 107; B: 101; C: 87; D: 103; E: 106; F: 100; G: 97; H: 127; I: 101
SMILES: c1csc(Cn2c(-c3cccs3)nc3ccccc32)c1
  A: 101; B: 106; C: 79; D: 87; E: 86; F: 96; G: 78; H: 97; I: 109

The list itself, from the start:
Abbreviations: A = NCI/ADR-RES; B = NCI-H322M; C = NCI-H522; D = NCI-H23; E = IGROV1; F = NCI-H460; G = NCI-H226; H = COLO 205; I = SK-OV-3
SMILES: O=[N+]([O-])c1cccc(/C=N\N=C\c2cccc([N+](=O)[O-])c2)c1
  A: 115; B: 93; C: 87; D: 114; E: 109; F: 113; G: 103; H: 118; I: 100
SMILES: COc1ccc(NC(=O)CSc2nnc3n(Cc4ccccc4)c(=O)c4c(C)c(C(N)=O)sc4n23)cc1
  A: 103; B: 93; C: 82; D: 98; E: 118; F: 100; G: 115; H: 119; I: 100
SMILES: O=C(O)CNC(=O)CNC(=O)C(Br)Cc1ccccc1 (centres undefined)
  A: 103; B: 116; C: 100; D: 103; E: 121; F: 104; G: 102; H: 111; I: .
SMILES: COc1ccc(-c2nc3cc(C)ccc3n2CC(=O)N=Nc2c(O)[nH]c3ccccc23)cc1
  A: -47*; B: 33; C: 42; D: -11*; E: 59; F: -18*; G: -36*; H: 7.8*; I: 48
SMILES: CCCCC(CC)COS(=O)(=O)O (centres undefined)
  A: 109; B: 120; C: 86; D: 104; E: .; F: 111; G: 104; H: 109; I: 108
SMILES: CN1CCCc2cc(/C=C3\SC(=S)N(CC(=O)O)C3=O)ccc21
  A: 104; B: 95; C: 93; D: 100; E: 93; F: 103; G: 102; H: 106; I: 101
SMILES: C=CCC(CC=C)(CC=C)C(=O)CC
  A: 114; B: 114; C: 92; D: 107; E: 108; F: 102; G: 97; H: 104; I: 104
SMILES: CC(C)OCCCn1c(=N)c(S(=O)(=O)c2ccccc2)cc2c(=O)n3ccccc3nc21
  A: 94; B: 94; C: 93; D: 97; E: 109; F: 113; G: 113; H: 108; I: 105
SMILES: O=C(Cn1c[n+](CC(=O)c2ccc(F)cc2)c2ccccc21)Nc1cccc2cccnc12
  A: 98; B: 94; C: 82; D: 90; E: 72; F: 101; G: 97; H: 98; I: 104
SMILES: Cc1cc(CSC(=N)N)c(C)cc1CSC(=N)N
  A: 107; B: 101; C: 87; D: 103; E: 106; F: 100; G: 97; H: 127; I: 101
SMILES: c1csc(Cn2c(-c3cccs3)nc3ccccc32)c1
  A: 101; B: 106; C: 79; D: 87; E: 86; F: 96; G: 78; H: 97; I: 109
SMILES: Nc1nc(=S)cc(Nc2cccc(Cl)c2)[nH]1
  A: 104; B: 103; C: 86; D: 93; E: 109; F: 102; G: 99; H: 106; I: 97
SMILES: O=[N+]([O-])C1=C(c2ccccc2)SC=C(c2ccccc2)S1
  A: 78; B: 92; C: 42; D: 79; E: 76; F: 67; G: 74; H: 87; I: 79
SMILES: COc1ccccc1C(=O)Nc1ccc(-c2cc(=O)c3c(OC)c(OC)c(OC)cc3o2)cc1
  A: 76; B: 86; C: 47; D: 81; E: 101; F: 75; G: 80; H: 106; I: 83
SMILES: O=c1[nH]c2ccccc2c(=O)n1CCCN1CCN(c2cccc(Cl)c2)CC1
  A: 99; B: 110; C: 90; D: 115; E: .; F: 116; G: 98; H: 108; I: 103
SMILES: Cc1ccc(NC(=O)c2ccccc2C)cc1
  A: 95; B: 99; C: 97; D: 95; E: 101; F: 109; G: 111; H: 118; I: 105
SMILES: CCOC(=O)C1=C(C)N=C2SC=C(c3ccccc3)N2[C@H]1c1cn(-c2ccccc2)nc1-c1ccc(F)cc1
  A: 99; B: 99; C: 86; D: 91; E: .; F: 94; G: 86; H: 95; I: 87
SMILES: COc1ccc(CN(c2ccc(C)cc2)C2OC(=O)c3ccccc32)cc1 (centres undefined)
  A: 99; B: 98; C: 87; D: 106; E: 97; F: 103; G: 101; H: 120; I: 116
SMILES: Cc1ccc2nc(Cl)c(/C=C3\SC(=Nc4ccc(S(N)(=O)=O)cc4)NC3=O)cc2c1
  A: 108; B: 108; C: 98; D: 107; E: 107; F: 113; G: 98; H: 114; I: 108
SMILES: N#CC1=C(SCC(=O)NC2CCCCC2)NC(=O)CC1c1ccccc1F (centres undefined)
  A: 102; B: 113; C: 95; D: 113; E: 103; F: 119; G: 92; H: 125; I: 110
SMILES: CCOC(=O)CC1CSC(c2ccc(Cl)cc2)=N1 (centres undefined)
  A: 105; B: 96; C: 94; D: 103; E: 104; F: 116; G: 111; H: 122; I: 103
SMILES: Nc1nc(SCc2ccccc2)c2[nH]cnc2n1
  A: 98; B: 107; C: 82; D: 97; E: .; F: 95; G: 99; H: 107; I: .
SMILES: O=C1N(Cc2ccccc2)c2ccccc2C12Nc1ccccc1S2 (centres undefined)
  A: 68; B: 98; C: 63; D: 75; E: 100; F: 78; G: 74; H: 84; I: 93
SMILES: Cc1cc(NS(=O)(=O)c2ccc(N3C(=O)/C(=C/c4coc5ccccc5c4=O)N=C3c3ccc(Cl)cc3)cc2)no1
  A: 103; B: 94; C: 99; D: 98; E: 92; F: 104; G: 97; H: 118; I: 97
SMILES: N=c1nc2c(c(N)n1-c1ccccc1)c(=S)n(-c1ccccc1)c(=S)n2-c1ccccc1
  A: 104; B: 114; C: 100; D: 99; E: 119; F: 120; G: .; H: 134; I: 111
SMILES: CN(C)C(=S)Sc1nc2ccccc2s1
  A: 78; B: 85; C: 15; D: 53; E: 25; F: 82; G: 65; H: 102; I: 91
SMILES: CCN1C(=O)/C(=C/C(=O)OC)S/C1=N\NC(=O)c1cc2ccc1/C=C\c1ccc(cc1)/C=C\2
  A: 87; B: 92; C: 60; D: 100; E: 88; F: 104; G: 93; H: 108; I: 125
SMILES: Fc1ccc(-c2nc(Nc3ccc(-c4nc5ccccc5[nH]4)cc3)nc(N3CCOCC3)n2)cc1
  A: -88*; B: -93*; C: -74*; D: -83*; E: -71*; F: -80*; G: -65*; H: -68*; I: -90*
SMILES: COc1ccc(/C=C(/C(=O)N2CCN(c3ccccc3)CC2)c2cc(OC)c(OC)c(OC)c2)cc1N
  A: 7.6*; B: 50; C: 3.2*; D: 39; E: 36; F: 7.0*; G: 41; H: -21*; I: 37
SMILES: Nc1nc(S)cc(=S)[nH]1
  A: 96; B: 105; C: 90; D: 99; E: 112; F: 111; G: 101; H: 105; I: 107
SMILES: O=c1[nH]c2ccccc2n2cc3ncccc3c12
  A: 104; B: 117; C: 102; D: 104; E: 113; F: 91; G: 108; H: 105; I: 105
SMILES: S=c1[nH]nc(NC2CCCCC2)s1
  A: 109&115; B: 96&94; C: 99&96; D: 104&102; E: 108&117; F: 105&113; G: 98; H: 112&108; I: 109&104
SMILES: CCCn1c(O)c(N=NC(=O)c2oc3ccccc3c2C)c2cc(Br)ccc21
  A: 108; B: 93; C: 90; D: 94; E: 78; F: 96; G: .; H: 114; I: .
SMILES: Nc1no[n+]([O-])c1-c1csc(-n2nc(-c3ccccc3)cc2-c2ccccc2)n1
  A: 105; B: 103; C: 95; D: 98; E: 92; F: 92; G: .; H: 105; I: .
SMILES: Nc1cc(SCc2ccccc2)nc(N)n1
  A: 98; B: .; C: 86; D: 98; E: 99; F: 103; G: 93; H: 106; I: 95
SMILES: O=C(N/N=C/c1ccccc1)c1ccccc1
  A: 124; B: 102; C: 93; D: 108; E: 105; F: 113; G: 110; H: 98; I: 106
SMILES: ClC1C2CC(c3ccccc32)C1Cl (centres undefined)
  A: 106; B: 123; C: 100; D: 106; E: 118; F: 110; G: 109; H: .; I: 115
SMILES: C/C(=N\N1C(=O)c2ccccc2NC1c1ccc(Cl)cc1)c1c(O)cc(C)oc1=O (centres undefined)
  A: 107; B: 102; C: 89; D: 97; E: 89; F: 102; G: 101; H: 107; I: 79
SMILES: COc1cccc(C2(Cc3cccc(Cl)c3)C(=O)Nc3cccc(Cl)c32)c1 (centres undefined)
  A: 87; B: 89; C: 81; D: 83; E: 88; F: 106; G: 96; H: 104; I: 85
SMILES: CC(=O)OCC1C(C)C=CC(C)C1COC(C)=O (centres undefined)
  A: 97&109; B: 105&103; C: 97; D: 94&108; E: 89&98; F: 99&104; G: 99&99; H: 90&101; I: 99&105
SMILES: C/C(=N\NC(N)=S)c1ccc(Nc2nc(SCCC(C)C)nc(-c3ccc(F)cc3)c2C#N)cc1
  A: 104; B: 103; C: 102; D: 104; E: 109; F: 124; G: 104; H: 126; I: 115
SMILES: CSc1nc(=S)cc(C)[nH]1
  A: 101; B: 117; C: 87; D: 87; E: 98; F: 109; G: 92; H: 125; I: 104
SMILES: Nc1cc(-c2c[nH]c3ccc(Cl)cc23)nc2cc(-c3c[nH]c4ccccc34)nn12
  A: -3.2*; B: 5.9*; C: -75*; D: -56*; E: 2.8*; F: -66*; G: 36; H: -86*; I: 5.3*
SMILES: COC(=O)C1([N+](=O)[O-])CC(c2ccc3ccccc3c2)ON(c2ccccc2)C1c1ccccc1 (centres undefined)
  A: 78; B: 85; C: 62; D: 78; E: 97; F: 76; G: 63; H: 95; I: 84
SMILES: COc1ccc(Sc2[nH]c(C=O)c3ccccc23)cc1
  A: 47; B: 47; C: 75; D: 73; E: 73; F: 6.7*; G: 72; H: 0.0*; I: 48
SMILES: CC1(C)CC(=O)c2c(nc(Nc3nc4ccccc4s3)nc2-c2ccc(Cl)cc2Cl)C1
  A: .; B: 99; C: 86; D: 95; E: 74; F: 108; G: 87; H: 102; I: 90
SMILES: COc1ccc(N2C(=O)CCC2C(=O)Nc2ccccc2OC)cc1 (centres undefined)
  A: 94; B: 105; C: 88; D: 97; E: 104; F: 108; G: 92; H: 104; I: 95
SMILES: O=C(Nc1cnc(Nc2ccc(N3CCOCC3)nc2)nc1Oc1ccc(C(F)(F)F)cc1)c1ccncc1
  A: 86; B: 87; C: 83; D: 70; E: 94; F: 74; G: 93; H: 100; I: 101
SMILES: O=C(Nc1ccc(NC(=O)c2cc(=O)[nH]c3ccccc23)cc1)Nc1cccc(Cl)c1
  A: 95; B: 80; C: 85; D: 88; E: 69; F: 86; G: 70; H: 90; I: 75
SMILES: COc1ccccc1/C=C1\N=C(c2ccccc2)OC1=O
  A: 108; B: 107; C: 92; D: 109; E: 104; F: 111; G: 110; H: 104; I: 108
SMILES: Nc1ccccc1-c1cc2c(c3c1[nH]c1ccccc13)CCCCCCCCCC2
  A: 94; B: 91; C: 81; D: 89; E: 103; F: 94; G: 115; H: 103; I: 116
SMILES: Cc1cnccn1
  A: 98; B: 98; C: 93; D: 90; E: 98; F: 114; G: 107; H: 108; I: 103
SMILES: CCC(=O)O[C@H]1[C@H](O[C@@H]2[C@@H](C)[C@H](O[C@H]3C[C@@](C)(OC)[C@@H](O)[C@H](C)O3)[C@@H](C)C(=O)O[C@H](CC)[C@@](C)(O)[C@H](O)[C@@H](C)C(=O)[C@H](C)C[C@@]2(C)O)O[C@H](C)C[C@@H]1N(C)C
  A: 97; B: 107; C: 111; D: 91; E: 100; F: 104; G: 107; H: 78; I: 93
SMILES: OC1(c2cccc3ccccc23)c2ccccc2-c2ccccc21
  A: 99; B: 91; C: .; D: 103; E: 92; F: 101; G: 95; H: 104; I: 101
SMILES: Cc1cc2ccccc2c2cc3ccccc3cc12
  A: 99; B: 86; C: 81; D: 95; E: 62; F: 89; G: 68; H: 79; I: 91

Source: PubChem
